Screening data deposited in PubChem BioAssay by several laboratories.
TcdB GH inh: TcdB glycohydrolase inhibitors, primary screen, biochemical, single point, plate reader; Toxin B (Clostridioides difficile), P18177; TcdB glycohydrolase enzymatic assay; inhibition, % at 9.99 µM; actives 0.24% (n = 350,000); AID 652162, 2013; in the data active = inhibition above about 10%
Anthrax LF inh2: Bacillus anthracis LF protease inhibitors, primary screen, biochemical, multiplex microsphere, MLPCN library; Lethal factor (Bacillus anthracis), P15917; multiplex microsphere protease cleavage assay; inhibition, % at 10 µM; actives 0.12% (n = 360,000); note: plate controls were buffer without enzyme for full effect and enzyme alone for no effect
Target sequence (P15917 whole entry, looked up): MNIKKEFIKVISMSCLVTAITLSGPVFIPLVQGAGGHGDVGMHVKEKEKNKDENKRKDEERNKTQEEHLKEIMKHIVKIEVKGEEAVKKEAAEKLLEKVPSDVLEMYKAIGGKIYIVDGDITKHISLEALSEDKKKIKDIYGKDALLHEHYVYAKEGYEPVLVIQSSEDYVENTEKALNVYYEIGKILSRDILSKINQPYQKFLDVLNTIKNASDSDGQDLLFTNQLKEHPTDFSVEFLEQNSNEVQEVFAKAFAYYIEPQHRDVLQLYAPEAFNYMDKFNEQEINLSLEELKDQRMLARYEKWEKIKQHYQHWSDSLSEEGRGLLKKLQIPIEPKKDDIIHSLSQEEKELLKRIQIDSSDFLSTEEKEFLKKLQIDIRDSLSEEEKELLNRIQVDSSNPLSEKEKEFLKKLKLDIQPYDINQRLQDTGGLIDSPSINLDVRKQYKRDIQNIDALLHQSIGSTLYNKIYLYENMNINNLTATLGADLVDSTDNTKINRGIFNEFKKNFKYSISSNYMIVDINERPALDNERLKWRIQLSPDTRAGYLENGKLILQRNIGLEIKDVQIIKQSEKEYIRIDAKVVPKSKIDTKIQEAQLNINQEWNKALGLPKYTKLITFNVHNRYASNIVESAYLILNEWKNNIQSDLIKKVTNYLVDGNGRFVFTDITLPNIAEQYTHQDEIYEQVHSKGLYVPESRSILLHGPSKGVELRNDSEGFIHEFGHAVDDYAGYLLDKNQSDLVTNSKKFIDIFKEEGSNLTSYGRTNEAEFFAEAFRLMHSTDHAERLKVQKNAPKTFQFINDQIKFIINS
CCHF vOTU inh: CCHFV vOTU protease inhibitors, primary screen, biochemical, Pep-AMC substrate, fluorescence. inhibition, % at 11.5 µM. actives 0.55% (n = 370,000). Crimean-Congo hemorrhagic fever virus L polyprotein viral ovarian tumor (vOTU) protease …. AID 651958, 2012; in the data active = inhibition above about 30%; note: 0% = vehicle wells with enzyme and 100% = no enzyme wells
FadD28 binding: inhibitors of FadD28 bisubstrate probe binding, primary screen, biochemical, fluorescence polarization, single point. actives 0.22% (n = 360,000). inhibition, % at 12.5 µM. AID 588549, 2011; in the data active = inhibition above about 8.5%, passing the limit was not always enough; inconclusive = no clear call, values can overlap the other calls
Yp Topo-I inh: Yersinia pestis topoisomerase I inhibitors, primary screen, biochemical, cleavage product accumulation, plate reader, single point | DNA topoisomerase I (Yersinia pestis CO92) | Y. pestis Topo-I cleavage product accumulation | activity, % at 10 µM | actives 0.064% (n = 360,000) | AID 504884, 2011; in the data active = activity above about 50%, passing the limit was not always enough; inconclusive = no clear call, values can overlap the other calls; note: inactives centre near 2
BoNT A protease: BoNT/A light chain protease inhibitors, primary screen, biochemical, flow cytometry, MLPCN library | Botulinum neurotoxin type A light chain protease (Clostridium botulinum A str. ATCC 3502) | multiplex microsphere protease substrate cleavage | inhibition, % at 10 µM | actives 0.17% (n = 360,000); note: plate controls were buffer without enzyme for full effect and enzyme alone for no effect
PfHsp40 yeast: rescue of yeast from PfHsp40 toxicity, primary screen, S. cerevisiae, ATP luminescence | S. cerevisiae expressing PfHsp40, growth rescue | growth rescue, % at 12.5 µM | actives 0.68% (n = 340,000); in the data active = growth rescue above about 28%, passing the limit was not always enough; inconclusive = no clear call, values can overlap the other calls;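 note: yeast W303a lacking pdr1 and pdr3 grown in galactose medium; growth measured after three days at 30 °C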
BoNT-F LC inh: BoNT/F light chain protease inhibitors, primary screen, biochemical, flow cytometry, MLPCN library | inhibition, % at 10 µM | Multiplex microsphere protease cleavage assay | Botulinum neurotoxin type F light chain protease (Clostridium botulinum) | actives 0.22% (n = 360,000); in the data active = inhibition above about 35%, passing the limit was not always enough; inconclusive = no clear call, values can overlap the other calls; note: plate controls were buffer without enzyme for full effect and enzyme alone for no effect
PrPC surface inh: inhibitors of human cell surface prion protein PrPC, primary screen, cell-based, TR-FRET | Major prion protein (Homo sapiens), P04156 | TR-FRET read-out | inhibition, % at 13.8 µM | actives 0.43% (n = 370,000); in the data active = inhibition above about 24%; note: 0% = median of the test wells and 100% = reference compound wells
* marks the source's active call; other numbers are inactive results; ? = inconclusive; . = no result given; & = joins results of further samples. Cut-off read from the data, not from the text of the source, unless noted: active = inhibition above about 30%; inconclusive = no clear call, values can overlap the other calls; inactive = below that.

No.	compound	TcdB GH inh	Anthrax LF inh2	CCHF vOTU inh	FadD28 binding	Yp Topo-I inh
1	COc1cc(COc2ccc(-c3nnco3)cc2)ccc1OC(F)F	-1.4	-8	-8	1.6	4
2	COc1ccc2cc(Br)ccc2c1CC(=O)NC(C)C	0.6	-9	4	-2.1	-4
3	COc1ccc(OC)c(NC(=O)NNC(=O)COc2ccc([N+](=O)[O-])cc2)c1	0.8	0	19	-4.6	-14
4	Cn1cnnc1SCC(=O)Nc1ccc2nc(SCc3ccccc3Cl)sc2c1	3.8	-6	2	-16	0
5	COc1ccc(-n2c(O)c(C(C)=NCCc3c[nH]c4ccccc34)c(=O)[nH]c2=O)cc1	0.7	-1	-3	0.0	3
6	CCOc1ccc(-n2c(SCc3ccc(C#N)cc3)nnc2-c2cccnc2)cc1	.	0	14	-2.6	26
7	Cc1ccc(CN2CCSCC2)cc1	1.6	2	-10	-2.8	-6
8	N#Cc1cc2c(=O)n3ccccc3nc2n(CCCn2ccnc2)c1=N	.	-3	-22	-3.3	-10
9	O=C(COC(=O)Cc1ccc(Cl)c(Cl)c1)NCc1ccco1	1.0	-3	-9	-1.0	5
10	COc1ccc(NC(=O)CSCC(=O)Nc2cc(Cl)ccc2N2CCCC2)cc1	0.9	-4	-3	-1.4	24
11	CCCCCCCCOC(=O)c1cc([N+](=O)[O-])c(Sc2ncnc3nc[nH]c23)c([N+](=O)[O-])c1	0.6	-2	27	1.0	0
12	C=CCN(c1ccc(C(=O)Nc2ccc(C)cc2)cc1)S(C)(=O)=O	2.7	-5	0	-1.3	0
13	Fc1ccc(Oc2ncccn2)c(F)c1	0.6	-2	8	-0.4	-9
14	COC(=O)c1ccc(CO/N=C/c2ccccc2OC)cc1	0.7	-6	-6	-1.8	3
15	Nc1nonc1-c1noc(COc2ccccc2Cl)n1	.	-1	8	-0.4	-1

No.	BoNT A protease	PfHsp40 yeast	BoNT-F LC inh	PrPC surface inh
1	-0.7	0.4	-7	4
2	-2.9	0.0	-7	-4
3	-0.1	-0.4	2	-6
4	?	0.8	-14	-4
5	0.2	.	-8	4
6	0.0	1.4	9	0
7	-0.6	0.7	1	-5
8	0.6	-1.7	-4	-31
9	-1.3	-0.2	-3	8
10	4.8	-4.1	-6	14
11	0.1	-0.8	-1	0
12	-1.0	-1.4	-6	-2
13	-0.1	0.0	4	-5
14	1.8	2.0	8	2
15	-0.4	0.4	11	6

(further entries)
No.	compound	TcdB GH inh	Anthrax LF inh2	CCHF vOTU inh	FadD28 binding	Yp Topo-I inh
16	Cc1nonc1OCCNc1ccc([N+](=O)[O-])cc1	2.1	-3	10	-1.9	0
17	CCO[C@H]1OC(C(=O)N2CCCCCCC2)=C[C@@H](c2ccc(C(F)(F)F)cc2)[C@@H]1CCCO	-1.2&1.3	-8	18	-9.0	35
18	CCOc1ccc2c(c1)C(c1ccc(C)cc1)=NNC(c1ccc(OC)cc1)=N2	0.0	-5	-1	1.4	10
19	CCN(C(=O)COC(=O)c1nc2nc(C)cc(C)n2n1)C1CCCCC1	6.8	.	-10	3.4	1
20	COCCn1c(CCc2ccccc2)n[nH]c1=S	1.0	-4	-16	0.7	6
21	COc1cccc(C(=O)/C=C/Nc2ccc(S(=O)(=O)Nc3cnc4ccccc4n3)cc2)c1	.	0	-2	-0.4	0
22	O=C(COc1ccc(C(=S)N2CCOCC2)cc1)Nc1ccccc1C(F)(F)F	0.8	8	4	-1.4	6
23	Cc1cc(=O)n2nc(N3CCC(C(=O)NCc4cccc(Cl)c4)CC3)sc2n1	0.7	-3	16	-2.4	10
24	CCC1(CC)C(=O)N(c2ccccc2)C(=N)N(c2ccccc2)C1=O	-1.1	-6	3	0.2	-10
25	COC(=O)c1ccc(C2/C(=C(/O)c3ccc4c(c3)CC(C)O4)C(=O)C(=O)N2Cc2ccncc2)cc1 (stereo not drawn)	0.1	-4	14	-0.2	-9
26	COC(=O)C1CCN(CC(=O)Nc2ccc(C(=O)Nc3ccccc3OC)cc2)CC1	-2.3	-6	10	-0.7	3
27	O=C(CCNC(=O)c1ccc(Cl)cc1)NNC(=O)c1ccc(F)cc1	0.4	0	-6	-4.3	-8
28	O=C(NC1CC1)c1ccc(CSCc2ccc(Cl)cc2)o1	-0.5	-7	18	-2.7	12
29	O=C(CN1CCOCC1)N1CCOCC1	0.6	4	18	-2.7	0
30	Cc1ccc(S(=O)(=O)N[C@H](C(=O)N2CCC(C(=O)N[C@H](C(=O)O)c3ccccc3)CC2)C(C)C)cc1	1.7	2	-3	-1.6	-2

No.	BoNT A protease	PfHsp40 yeast	BoNT-F LC inh	PrPC surface inh
16	-0.8	-0.1	1	-8
17	-0.4	11	0	20
18	-0.8	-0.7	-10	-2
19	.	-0.9	.	-1
20	-0.3	0.7	0	-3
21	1.1	-1.2	-4	-5
22	-1.3	-0.9	8	4
23	0.1	1.6	-2	0
24	-0.6	0.8	-8	-2
25	0.5	1.1	2	3
26	-0.8	-0.9	3	2
27	2.7	9.8	0	4
28	-0.5	.	-4	11
29	0.2	-0.4	-1	-1
30	-0.1	-1.7	-17	4

Sorted by length of the SMILES (high to low): three of the compounds above
No.	compound	TcdB GH inh	Anthrax LF inh2	CCHF vOTU inh	FadD28 binding	Yp Topo-I inh
25	COC(=O)c1ccc(C2/C(=C(/O)c3ccc4c(c3)CC(C)O4)C(=O)C(=O)N2Cc2ccncc2)cc1 (stereo not drawn)	0.1	-4	14	-0.2	-9
18	CCOc1ccc2c(c1)C(c1ccc(C)cc1)=NNC(c1ccc(OC)cc1)=N2	0.0	-5	-1	1.4	10
29	O=C(CN1CCOCC1)N1CCOCC1	0.6	4	18	-2.7	0

No.	BoNT A protease	PfHsp40 yeast	BoNT-F LC inh	PrPC surface inh
25	0.5	1.1	2	3
18	-0.8	-0.7	-10	-2
29	0.2	-0.4	-1	-1

(more compounds)
No.	compound	TcdB GH inh	Anthrax LF inh2	CCHF vOTU inh	FadD28 binding	Yp Topo-I inh
31	CCOC(=O)c1c(-c2ccccc2)oc2cc(Br)c(O)cc12	0.6	-5	25	-8.1	7
32	O=C(COC(=O)Cc1n[nH]c(=O)c2ccccc12)Nc1ncc(Cl)cc1Cl	1.4	0	-5	0.2	-4
33	O=C(COC(=O)/C=C/c1cccc(F)c1)NCc1ccc2c(c1)OCO2	0.8	-2	0	-2.4	1
34	Cc1ccc(CSCC(=O)N(C)CC(=O)Nc2ccccc2Cl)cc1	0.3	-2	-1	0.2	42
35	O=C(O)C1=CC[C@@H](c2ccc(Cl)cc2)N(S(=O)(=O)c2ccc(Cl)cc2)[C@H]1c1ccccc1	-1.7	-2	11	-0.7	6
36	O=C(NCC1CCCO1)c1cc2cc(Cl)ccc2[nH]1 (stereo not drawn)	1.9	-4	-7	1.0	-5
37	Oc1ccc(Br)cc1/C=N/N1CCN(Cc2cccc3ccccc23)CC1	-0.4	1	-10	-1.6	-2
38	COc1cc(CC(=O)NCC2COc3ccccc3O2)cc(OC)c1OC (stereo not drawn)	1.3	-1	-4	-2.8	-2
39	COc1ccc(C(=O)c2cnc[nH]2)cc1	2.2	?	8	-3.3	1
40	CCN1CCN(C(=S)NC(=O)/C=C/c2cccs2)CC1	0.5	1	-1	0.8	1
41	CCC(=O)Oc1ccc(C(=O)Nc2cccc(C(=O)NCC(C)C)c2)cc1	0.2	0	16	-0.3	1
42	CN1C(C(=O)N2CCc3ccccc3C2)=CC(c2ccc(F)cc2)=NS1(=O)=O	1.0	2	9	-2.1	22
43	Cc1cn([C@H]2C[C@H](O)[C@@H](CCC(=O)NCc3ccc(N(C)C)cc3)O2)c(=O)[nH]c1=O	-7.1	5	-4	0.1	-6
44	COc1ccc(N(CC(=O)Nc2cccc(N(C)S(C)(=O)=O)c2)S(=O)(=O)c2ccccc2)cc1Cl	0.3	-6	10	-8.5	-1
45	Cc1ccc(S(=O)(=O)N(C)CC(=O)OCC(=O)c2ccc3c(c2)NC(=O)CO3)cc1	0.8	-1	-2	-2.8	8

No.	BoNT A protease	PfHsp40 yeast	BoNT-F LC inh	PrPC surface inh
31	1.3	-0.2	-11	59*
32	0.3	0.3	2	2
33	0.1	.	1	-1
34	-3.7	2.9	-5	11
35	0.1	8.6	-2	-1
36	3.9	0.0	-5	0
37	-0.6	4.1	0	2
38	-0.4	-0.4	-5	-4
39	-7.9	-0.3	-64	6
40	-0.3	0.5	7	-9
41	0.2	2.2	-3	10
42	1.1	-0.3	3	-7
43	0.0	.	-2	-3
44	0.2	1.6	-1	1
45	0.1	-1.4	-3	1

Next entries follow.
No.	compound	TcdB GH inh	Anthrax LF inh2	CCHF vOTU inh	FadD28 binding	Yp Topo-I inh
46	COC(=O)C/C(C)=N/Nc1ccc(S(=O)(=O)N2CCCC2)cc1[N+](=O)[O-]	.	-1	-4	-3.6	1
47	COc1ccc(C(OC(=O)c2ccco2)C(=O)NC2CCCC2)cc1OC (stereo not drawn)	-1.8	-1	0	-3.3	0
48	Nc1ncc2c(n1)-c1cc(Cl)ccc1SC2	-4.4	4	-1	-2.2	2
49	COc1ccc(S(=O)(=O)N(C)C[C@H]2OCc3cn(nn3)CCCC(=O)N([C@H](C)CO)C[C@@H]2C)cc1	0.1&0.1&0.2	-3	26	-1.3	5
50	Cc1c(OC(C)C(=O)O)ccc2c(-c3ccccc3)cc(=O)oc12 (stereo not drawn)	1.3	8	2	-0.5	-2
51	CCOC(=O)C(C)c1n[nH]c(=O)c2ccccc12 (stereo not drawn)	.	2	-8	-2.3	-2
52	Cc1ccc2nc(CSc3nnc(Nc4ccccc4F)s3)cc(=O)n2c1	0.3	0	4	-5.4	6
53	CC(C)C[C@@H]1COc2cccc(N3CCC[C@@H]3CO)c2S(=O)(=O)N1	1.7	-6	3	.	.
54	CCOC(=O)C1=C(COC(=O)c2ccc([N+](=O)[O-])s2)NC(=O)NC1C (stereo not drawn)	-2.2	-6	100*	0.5	-2
55	Cc1ccc(NC(=O)CN(C)C(=O)c2cc3c(s2)CCCCC3)cc1	1.5	-2	2	-3.7	11
56	COC(=O)c1ccccc1-c1ccc(/C=N/NC(=O)c2cc3ccccc3o2)o1	.	-4	-8	-13	3
57	COc1ccccc1-c1sc2cc3c(cc2c1-c1ccc(OCCN2CCOCC2)cc1)OCO3	.	-4	.	-10	42

No.	BoNT A protease	PfHsp40 yeast	BoNT-F LC inh	PrPC surface inh
46	0.4	1.6	-1	-21
47	-3.0	0.2	-6	2
48	0.5	0.1	-4	4
49	-0.3	.	3	1
50	0.2	.	2	-4
51	-2.3	2.9	-5	2
52	2.4	-1.6	-1	5
53	-0.4	.	-8	1
54	0.5	1.4	-7	-41
55	-0.3	0.2	5	-8
56	0.1	7.1	-6	6
57	-0.5	1.6	-6	.

Five compounds from above with just BoNT A protease, BoNT-F LC inh and Anthrax LF inh2:
item | Structure | BoNT A protease | BoNT-F LC inh | Anthrax LF inh2
48 | Nc1ncc2c(n1)-c1cc(Cl)ccc1SC2 | 0.5 | -4 | 4
49 | COc1ccc(S(=O)(=O)N(C)C[C@H]2OCc3cn(nn3)CCCC(=O)N([C@H](C)CO)C[C@@H]2C)cc1 | -0.3 | 3 | -3
50 | Cc1c(OC(C)C(=O)O)ccc2c(-c3ccccc3)cc(=O)oc12 (stereo not drawn) | 0.2 | 2 | 8
51 | CCOC(=O)C(C)c1n[nH]c(=O)c2ccccc12 (stereo not drawn) | -2.3 | -5 | 2
52 | Cc1ccc2nc(CSc3nnc(Nc4ccccc4F)s3)cc(=O)n2c1 | 2.4 | -1 | 0
